Casp6 inh: caspase-6 (human) enzyme inhibition; AID 686996; hit rate 0.53% among 350,000; inhibition, % at 12.5 µM; P55212; purified caspase-6, Z-VEID-R110 cleavage fluorescence;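 active means mean inhibition across replicates at least about 35%, with every replicate also reaching that limit, limit read from the data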;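 further: 0% = median of neutral control wells and 100% = no fluorescence left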
Target sequence (P55212 24-179 limits assumed): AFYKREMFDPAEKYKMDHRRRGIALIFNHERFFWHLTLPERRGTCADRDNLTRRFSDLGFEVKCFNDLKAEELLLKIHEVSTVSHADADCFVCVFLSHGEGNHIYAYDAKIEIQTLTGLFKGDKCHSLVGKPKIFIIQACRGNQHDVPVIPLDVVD
Target sequence (P55212 194-293 limits assumed): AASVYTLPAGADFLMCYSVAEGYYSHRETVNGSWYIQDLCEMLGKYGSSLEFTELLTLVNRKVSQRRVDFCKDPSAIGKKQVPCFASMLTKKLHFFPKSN
miR-122 sensor: blocks miR-122 activity in Huh7 sensor cells; hit rate 0.3% among 340,000; Huh7 miR-122 Renilla luciferase sensor, 48 h; neutral wells = 0, positive control = 100; AID 602342; activation (reporter increase), % at 12.5 µM;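 active means mean replicate activation score at least 90 and every replicate individually at or above 90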;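 further: higher luciferase means less miR-122 activity so hits act as miR-122 inhibitors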
Cneo AK release: Cryptococcus neoformans lysis via adenylate kinase release | lysis activity, % at 15 µM | C. neoformans lysis, adenylate kinase release luminescence, 4 h; normalised: neutral wells 0, clomiphene wells 100 | hit rate 0.2% among 360,000;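 active means mean lysis activity across replicates of at least 80%, whatever share of replicates individually reach that level; inactive means mean lysis activity below 80%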
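Material: C. neoformans cells | Amount: Yeast cell density of 5 × 10^6 cells/mL | Medium: Fresh YPD growth medium | Dosing: Single dose | Times: Static 4 h at 37 °C with compound, 1 h detection | Detection: AK luminescence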
PAX8 reporter: lowers PAX8-driven luciferase in RMG-I cells; RMG-I TPO-luciferase reporter, SteadyGlo, 24 h; inhibition, % at 12.6 µM; hit rate 1.2% among 360,000;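 active means mean replicate inhibition at least 60% with every replicate also reaching 60%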;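 further: luciferase light reporting Pax8 driven TPO promoter activity; plate controls were median of neutral control wells for no effect and mitoxantrone controls for full effect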
FN deposition inh: fibronectin deposition inhibition | inhibition, % at 12.6 µM | hit rate 0.086% among 350,000 | AH1F fibroblasts, Alexa488-fibronectin deposition fluorescence, overnight;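 active means mean inhibition across replicates of 30% or more, regardless of how many single replicates reach that level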;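 further: positive control wells lacked labelled fibronectin entirely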
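Material: AH1F fibroblast monolayer depositing Alexa488-labelled fibronectin into matrix | Input: 10000 AH1F cells/well | Medium: DMEM plus 2% serum, read in PBS | Reagent: Alexa488-fibronectin, 24 nM final in well | Compound dosing: One dose per compound, pinned | Schedule: 1 h adhesion, overnight exposure | Measured by: Fluorescence at 485 nm excitation, 525 nm emission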
PGC1a acetyl inh: modulators of PGC1a acetylation | U2OS PGC1a acetylation, AlphaScreen anti-acetyl-lysine; with virally co-expressed GCN5 acetyltransferase | inhibition, % at 15.6 µM | hit rate 0.17% among 350,000;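 active means every replicate shows inhibition of at least 40%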;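 further: 0% = neutral control wells and 100% = positive control wells; some results beyond the cut were filed as inactive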
LGR2 antag: inhibitors of bursicon-induced Drosophila LGR2 receptor cAMP signaling | HEK293 LGR2, CRE-luciferase, bursicon-stimulated, 4 h | hit rate 0.35% among 380,000 | inhibition, % at 9.99 µM | AID 720647;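 active means drop in luminescence signal, shown as inhibition above about 50% in the replicate tests, limit read from the data, passing the limit was not always enough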;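 further: agonist challenge used bursicon conditioned medium at about half maximal strength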
EWS-Fli inh: inhibitors of EWS/Fli oncoprotein transcriptional activity | A673 NR0B1-luciferase reporter, viability-normalised | inhibition, % at 12.6 µM | hit rate 0.67% among 350,000 | AID 651661;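 active means mean inhibition of at least 50% after viability correction, with every replicate also passing that limit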;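 further: firefly luciferase signal divided by Alamar Blue viability fluorescence both relative to DMSO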
* marks the source's active call; other numbers are inactive results; . = not tested or not shown; [ ] = another dose, or the depositor's remark. Rows are unselected; about 2.5% have a hit in one of these screens.

Order of results – Casp6 inh	PAX8 reporter	miR-122 sensor	LGR2 antag	PGC1a acetyl inh	FN deposition inh	EWS-Fli inh	Cneo AK release
1) Cc1ccc2cc(C)c(N3CCN(c4ccc(F)cc4)CC3)nc2c1
    -2.8	-43.5	10.7	-2.0	.	4.9	2.0	1.1
2) Cc1ccc(C(=O)NC(NCC2CCCO2)C(Cl)(Cl)Cl)cc1 (centres undefined)
    -3.5	17.5	.	.	.	1.4	-0.4	.
3) CCCC#Cc1cnc2c(c1)C(=O)N([C@@H](C)CO)C[C@H](C)[C@@H](CN(C)C(=O)CN1CCOCC1)O2
    3.9	.	-5.2[16.7 µM]	-32.3	-1.6	6.2	-9.3	10.1
4) O=C(CC(F)(F)F)N1C[C@@H]2[C@H](c3ccccc31)[C@H](CO)N2C(=O)C1CCCCC1
    -0.6	13.7	-10.0[16.7 µM]	-27.1	-39.8	-11.5	9.1	-3.1
5) COc1cc(/C=C2/SC(=S)N(c3ccccc3)C2=O)ccc1Oc1nc(N2CCOCC2)nc(N2CCOCC2)n1
    0.4	-11.5	.	0.0	.	-12.7	4.9	.
6) CCCCN(C(=O)c1cc2ccccc2o1)c1c(N)n(CCC)c(=O)[nH]c1=O
    -0.4	4.2	.	18.2	.	6.2	1.2	.
7) C[C@@H]1CN([C@@H](C)CO)C(=O)Cc2cc(NC(=O)Nc3ccc4c(c3)OCO4)ccc2O[C@H]1CN(C)C(=O)Nc1ccc(F)cc1
    .	-21.2	2.8[16.7 µM]	22.8	-1.8	.	-15.1	0.2
8) COc1cc(/C=C/c2[nH]c(=O)[nH]c(=O)c2[N+](=O)[O-])cc([N+](=O)[O-])c1O
    .	0.5	-7.4	19.2	.	7.2	-4.5	-0.5
9) CC(C)(C)NC(=O)CN1C(=O)NC(c2ccccc2)(c2ccccc2)C1=O
    3.3	4.6	.	-16.9	.	2.1	3.2	-3.9
10) O=C(CC[C@H]1O[C@@H](n2cnc3c(NC(=O)c4ccccc4)ncnc32)[C@H](O)[C@@H]1O)NCC1CCCO1 (some centres undefined)
    2.2	-2.7	2.7	1.9	6.7	-13.6	-7.7	-5.8

Next section
Order of results – Casp6 inh	PAX8 reporter	miR-122 sensor	LGR2 antag	PGC1a acetyl inh	FN deposition inh	EWS-Fli inh	Cneo AK release
11) O=C(NCc1ccc(F)cc1F)c1cc(COc2c(F)cccc2F)on1
    -0.8	11.1	.	-11.3	.	.	6.8	.
12) CN(C)S(=O)(=O)c1cccc(NC(=O)c2cc(=O)[nH]c(=O)[nH]2)c1
    -0.9	24.3	-4.5	-12.7	-7.1	0.5	-2.2	2.9
13) COc1ccc(C(=O)NC(=S)NNC(=O)c2c(-c3ccccc3)noc2C)cc1OC
    -4.4	-3.9	-0.1	8.9	9.7	-1.5	17.1	4.4
14) COc1ccc(NC(=O)CN(C)C(=O)C(C)Sc2ccccc2)cc1 (centres undefined)
    -75.2	16.2	.	-3.5	5.2	.	.	1.5
15) COc1ccc(Cl)cc1NC(=O)C/C(C)=N/NC(=O)C(=O)NCc1ccccc1
    -1.4	36.5	-6.8	14.0	9.0	-12.1	1.1	0.2
16) COc1ccc(CNC(=O)C/C(C)=N/NC(=O)c2cnccn2)cc1
    -0.1	16.7	.	-0.4	6.0	4.5	8.4	.
17) O=C(Nc1ccc(Cl)cc1)C1CCCN(c2ncnc3c2nc2n3CCCCC2)C1 (centres undefined)
    -2.3	10.5	11.4	4.1	-17.5	6.4	8.3	-9.8
18) Cc1cccc2nc(CSc3ccccc3C(=O)O)cn12
    -0.1	-21.9	.	-9.2	.	7.2	-24.9	.
19) O=C(Cn1cncn1)N/N=C/c1cccc2ccccc12
    .	4.4	-3.0	3.5	.	-4.1	.	-0.2
20) O=C1OCC/C1=C\OCCCO/C=C1\CCOC1=O
    3.1	10.2	-6.7	24.6	.	11.6	-0.1	-3.4

The final four entries of the part above are carried over, then new ones follow:
Order of results – Casp6 inh	PAX8 reporter	miR-122 sensor	LGR2 antag	PGC1a acetyl inh	FN deposition inh	EWS-Fli inh	Cneo AK release
17) O=C(Nc1ccc(Cl)cc1)C1CCCN(c2ncnc3c2nc2n3CCCCC2)C1 (centres undefined)
    -2.3	10.5	11.4	4.1	-17.5	6.4	8.3	-9.8
18) Cc1cccc2nc(CSc3ccccc3C(=O)O)cn12
    -0.1	-21.9	.	-9.2	.	7.2	-24.9	.
19) O=C(Cn1cncn1)N/N=C/c1cccc2ccccc12
    .	4.4	-3.0	3.5	.	-4.1	.	-0.2
20) O=C1OCC/C1=C\OCCCO/C=C1\CCOC1=O
    3.1	10.2	-6.7	24.6	.	11.6	-0.1	-3.4
21) Cc1ccc2c(c1)cc(CN(Cc1cccs1)C(=O)c1ccco1)c1nnnn12
    .	.	1.2	.	3.1	-7.6	.	-0.1
22) C[C@H]1CN([C@@H](C)CO)C(=O)c2cc(NC(=O)Cc3cn(C)c4ccccc34)ccc2O[C@H]1CN(C)Cc1ccc(C(=O)Nc2ccccc2N)cc1
    -1.2	.	16.9[16.7 µM]	13.4	11.8	-8.0	31.9	-2.1
23) CCCNC(=O)C[C@@H]1CC[C@H]2[C@H](COc3ccc(NC(=O)c4ccc(C(F)(F)F)cc4)cc3C(=O)N2C)O1
    2.9	4.2	-35.0[16.7 µM]	2.7	4.3	7.5	-1.3	-1.2
24) N=c1sccn1CC(=O)Nc1cccc(S(N)(=O)=O)c1
    -0.1	7.9	-0.5	-9.4	4.4	-8.7	6.5	-5.2
25) CCOC(=O)C1(C)CCCCN1C(=O)c1ccccc1OC (centres undefined)
    -0.5	4.4	2.9	4.3	-7.5	1.2	-11.8	0.5
26) COc1ccc(NC(=O)CCCN2C(=O)C(c3ccccc3)Oc3cccnc32)cc1OC (centres undefined)
    -0.5	3.4	6.0	-4.6	-2.0	-10.3	.	-1.7
27) COC(=O)c1cc(S(=O)(=O)N2CCN(c3ccc(F)cc3)CC2)cn1C
    -1.8	10.8	-1.6	-4.8	7.7	0.2	.	0.4
28) COC(=O)CSc1nnnn1-c1cccc2ccccc12
    1.8	.	-5.8	-1.2	-10.4	8.1	.	0.3
29) Cc1ccc2nc(CC(O)(c3ccccc3)c3ccccc3)ccc2c1
    -2.6	-1.8	8.6	24.0	-21.1	5.9	6.6	-0.4
30) Cc1c(C(=O)N2CCCCC2)c(S(=O)(=O)N2CCN(c3ccc(F)cc3)CC2)c(C)n1C
    1.7	38.1	6.7	9.2	6.9	12.3	4.8	0.3

(cont.)
Order of results – Casp6 inh	PAX8 reporter	miR-122 sensor	LGR2 antag	PGC1a acetyl inh	FN deposition inh	EWS-Fli inh	Cneo AK release
31) CCOC(=O)c1c(C)[nH]c(C)c1C(=O)CSc1nc2ccccc2n1CCC#N
    .	12.5	-3.5	2.0	-5.2	1.3	.	2.9
32) Cc1ccc(NC2=NC(c3ccccc3)n3c(nc(C)cc3=O)N2)c(C)c1 (centres undefined)
    .	.	-0.7	.	3.0	-5.9	.	-0.5
33) CC(=O)Nc1ccc(C2=NNC(=Nc3ccc(S(=O)(=O)N4CCOCC4)cc3)SC2)cc1
    -2.0	-1.4	.	13.4	-11.6	-9.8	3.8	-0.2
34) Cc1cc(C)n(Cc2ccc(C(=O)Nc3cccc(Br)c3)o2)n1
    .	.	-3.4	14.6	4.4	.	.	0.6
35) Cc1noc(C)c1NC(=O)N(C)C[C@@H]1Oc2cc(C#CCN(C)C)ccc2S(=O)(=O)N([C@H](C)CO)C[C@@H]1C
    0.9	.	6.4[16.7 µM]	4.5	12.5	-12.3	-3.7	2.0
36) CCN(CC)CCCNc1nc(C)cc(COC)c1C#N
    0.3	-34.1	.	5.9	-0.5	-6.9	-5.2	.
37) O=C(CCNC(=O)C1CCN(S(=O)(=O)c2ccccc2)CC1)NCc1cccc(C(F)(F)F)c1
    -0.7	3.9	4.1	-5.0	-2.4	-12.6	.	-1.7
38) C/C(Cl)=C\Cn1c(O)c(N=NC(N)=S)c2cc(Br)ccc21
    0.2	8.3	6.2	21.9	.	1.9	35.2	33.0
39) C[C@@H]1CN([C@@H](C)CO)C(=O)Cc2cc(NC(=O)CCN3CCOCC3)ccc2O[C@H]1CN(C)Cc1ccc(-c2ccccc2)cc1
    -2.0	-14.2	.	-11.4	-1.1	.	9.9	.
40) Cc1ccc(NC(=O)CSc2nnc(-c3cnccn3)n2Cc2ccco2)cc1C
    .	24.7	-3.1	.	-3.8	-1.9	.	-1.4

Remaining list, next part.
Order of results – Casp6 inh	PAX8 reporter	miR-122 sensor	LGR2 antag	PGC1a acetyl inh	FN deposition inh	EWS-Fli inh	Cneo AK release
41) Cc1nc2[nH]c(=S)[nH]c2c(=O)[nH]1
    -2.6	-1.5	-13.0	1.5	7.3	2.5	4.1	-0.7
42) Cc1cc(C)nc(N2CCC(C(=O)Nc3ccc4c(c3)OCCO4)CC2)n1
    1.6	3.2	.	10.0	4.2	-11.3	-2.9	.
43) COc1cccc(C(NC(C)=O)c2nc(-c3ccoc3)cs2)c1 (centres undefined)
    2.0	-6.4	2.8	3.0	6.8	2.5	-7.4	0.9
44) Cc1ccccc1NS(=O)(=O)c1ccc2oc(=O)ccc2c1
    1.1	0.8	10.0	.	.	-2.2	3.3	0.1
45) O=C(Nc1ccc(Cl)c(Cl)c1)C1CC(=O)N(c2ccc(Br)cc2)C1 (centres undefined)
    .	.	-4.1	5.3	-2.4	.	.	4.6
46) Cc1[nH]n(C(N)=S)c(=O)c1N=Nc1cccc(C(F)(F)F)c1
    -2.5	-9.0	.	-15.4	.	6.5	-57.6	.
47) CO[C@@H]1CN(C)C(=O)c2cc(NC(C)=O)ccc2OC[C@@H](C)N(C(=O)NC2CCCCC2)C[C@H]1C
    -2.4	.	-8.6[16.7 µM]	2.9	6.2	10.2	-0.4	1.1
48) C[C@@H]1CN([C@@H](C)CO)S(=O)(=O)c2ccc(C#C[C@@H](C)O)cc2O[C@H]1CN(C)Cc1ccccn1
    1.3	.	-6.6[16.7 µM]	-10.5	-18.7	.	4.5	-0.4
49) C/C(=N/Nc1ncc(C(F)(F)F)cc1Cl)c1ccncc1
    0.4	24.4	5.1	-15.1	-11.0	8.4	-3.9	11.2
50) CN(Cc1ccccc1)C(=O)COc1ccc2ccccc2c1
    -1.6	-27.3	6.8	-27.9	-10.1	6.5	-44.1	-2.9
51) C[C@H]1CN([C@@H](C)CO)C(=O)c2cc(NC(=O)C3CC3)ccc2O[C@@H]1CN(C)Cc1ccc(C(=O)Nc2ccccc2N)cc1
    .	.	6.2[16.7 µM]	-8.3	7.9	.	7.4	52.2
52) Fc1ccc(-c2csc(N3CCSCC3)n2)cc1
    1.2	-87.9	-12.6	-86.0	4.6	3.6	-83.1	-0.9
53) COc1ccc(C#Cc2cnc3c(c2)C(=O)N([C@H](C)CO)C[C@H](C)[C@@H](CN(C)C(=O)CN(C)C)O3)cc1
    3.2	.	3.3[16.7 µM]	-9.3	2.5	8.7	-14.7	3.0

High-throughput results from PubChem.
